BioA inh = inhibitors of Mycobacterium tuberculosis BioA enzyme; 0.096% of 360,000 active; inhibition, % at 9.99 µM; purified M. tuberculosis BioA enzyme, plate reader; in the data active = inhibition above about 40%; inconclusive = no clear call, values can overlap the other calls
Mtb UGM inh = Mtb UDP-galactopyranose mutase inhibition. P9WIQ1. inhibition, % at 10 µM. 0.06% of 320,000 active. purified UGM, fluorescence polarization probe displacement. AID 504406; in the data active = inhibition above about 10%, passing the limit was not always enough; inconclusive = no clear call, values can overlap the other calls
Rv3671c protease = inhibitors of M. tuberculosis serine protease Rv3671c; P9WHR9; inhibition, % at 5.96 µM; 0.048% of 320,000 active; in the data active = inhibition above about 38%;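 note: extracellular domain of Rv3671c used as enzyme; 0% = enzyme with DMSO and 100% = no enzyme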
Target sequence (P9WHR9 whole entry, looked up, the tested form may be a part): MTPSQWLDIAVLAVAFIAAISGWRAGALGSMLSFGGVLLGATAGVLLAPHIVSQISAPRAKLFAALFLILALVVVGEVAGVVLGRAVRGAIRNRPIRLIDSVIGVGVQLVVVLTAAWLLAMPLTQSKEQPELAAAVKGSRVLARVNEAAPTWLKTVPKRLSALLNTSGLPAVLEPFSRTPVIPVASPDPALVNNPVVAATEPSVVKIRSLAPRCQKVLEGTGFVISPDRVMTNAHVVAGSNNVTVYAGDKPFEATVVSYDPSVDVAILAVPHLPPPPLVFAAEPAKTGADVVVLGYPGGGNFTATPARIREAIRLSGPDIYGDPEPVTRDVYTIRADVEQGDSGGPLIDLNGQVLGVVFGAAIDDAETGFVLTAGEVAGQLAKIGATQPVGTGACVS
PrPC TRFRET = cell surface PrPC inhibition, primary TR-FRET screen. TR-FRET read-out. inhibition, % at 13.8 µM. 0.43% of 370,000 active. P04156; in the data active = inhibition above about 24%; note: 0% = median of the test wells and 100% = reference compound wells
GDH-TPI inh = counter-screen for M. tuberculosis FBA inhibitors: GDH-TPI coupled enzymes. AID 588335. inhibition, % at 4.8 µM. GDH-TPI coupled enzyme counterscreen, NADH absorbance. 1.2% of 360,000 active; in the data active = inhibition above about 30%;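 note: 0% = DMSO wells and 100% = wells lacking the enzyme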
FBA Mtb inh = Mtb fructose-bisphosphate aldolase inhibition | P9WQA3 | purified M. tuberculosis FBA, fluorescence read-out | inhibition, % at 1 µM | 2.3% of 360,000 active; in the data active = inhibition above about 27%;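 note: 0% = vehicle and 100% = reference inhibitor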
Target sequence (P9WQA3 whole entry, looked up): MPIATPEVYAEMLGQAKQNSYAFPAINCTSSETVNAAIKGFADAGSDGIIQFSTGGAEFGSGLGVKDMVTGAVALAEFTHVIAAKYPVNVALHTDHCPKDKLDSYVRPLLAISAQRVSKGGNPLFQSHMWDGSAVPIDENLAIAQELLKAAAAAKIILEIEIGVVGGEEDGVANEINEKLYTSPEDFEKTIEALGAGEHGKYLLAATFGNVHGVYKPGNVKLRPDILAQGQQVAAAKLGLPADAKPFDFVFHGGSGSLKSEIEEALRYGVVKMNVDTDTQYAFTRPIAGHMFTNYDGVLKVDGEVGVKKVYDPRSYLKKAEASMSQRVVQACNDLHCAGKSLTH
FadD28 FP inh = M. tuberculosis FadD28 bisubstrate binding inhibition; FadD28 bisubstrate probe binding, fluorescence polarization; AID 588549; inhibition, % at 12.5 µM; 0.22% of 360,000 active; in the data active = inhibition above about 8.5%, passing the limit was not always enough; inconclusive = no clear call, values can overlap the other calls
MazEF act = activators of E. coli MazEF toxin-antitoxin RNase. P0AE70. FAM/BHQ RNA-DNA oligo cleavage fluorescence, 5 h. activation, % at 20 µM. 0.32% of 350,000 active. AID 504720; in the data active = activation above about 50%
Target sequence (P0AE70 whole entry, looked up): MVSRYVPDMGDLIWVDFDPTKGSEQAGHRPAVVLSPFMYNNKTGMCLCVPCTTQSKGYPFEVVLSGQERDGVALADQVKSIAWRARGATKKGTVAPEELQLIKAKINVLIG
BoNT-F LC inh = inhibitors of Botulinum neurotoxin F light chain protease. inhibition, % at 10 µM. 0.22% of 360,000 active. Multiplex microsphere protease cleavage assay, flow cytometry; in the data active = inhibition above about 35%, passing the limit was not always enough; inconclusive = no clear call, values can overlap the other calls; note: plate controls were buffer without enzyme for full effect and enzyme alone for no effect
The depositor's hits bear a star; ? = inconclusive; nt = not tested or not shown.

Values run as follows: BioA inh	Mtb UGM inh	Rv3671c protease	PrPC TRFRET	GDH-TPI inh	FBA Mtb inh	FadD28 FP inh	MazEF act	BoNT-F LC inh
CNC(=O)CS(=O)CC(=O)Nc1cc(OCCOC)c(Cl)cc1Cl (stereo unspecified)
  nt	-0.5	2	11	-5	4	-2.1	-4	-11
COc1ccccc1C(=O)OCc1nc(N)nc(Nc2ccccc2C)n1
  0.1	-2.9	-6	-2	14	1	-0.8	-1	-4
Cc1cccc(N(CC(=O)N2CCc3ccccc3C2)S(C)(=O)=O)c1C
  -2.2	-1.0	-7	3	8	1	-1.8	1	-16
CSc1ncccc1C(=O)OCC(=O)N(C)c1c(N)n(Cc2ccccc2)c(=O)[nH]c1=O
  0.9	1.1	1	7	6	-2	-0.8	3	6
Cn1nc(C(C)(C)C)c([N+](=O)[O-])c1C(=O)N1CCOCC1
  0.3	3.9	3	-4	-6	1	-1.0	7	-7
O=C(Nc1ccc2oc(-c3ccccc3)nc2c1)c1cc(-n2cnnc2)ccc1Cl
  nt	0.9	-7	2	0	1	-4.9	54*	-10
CCc1ccc(NC(=O)CC2C(=O)NCCN2C(=S)Nc2ccccc2)cc1 (stereo unspecified)
  nt	0.5	1	-8	6	1	-12	4	-4
CC(=O)Nc1ccc(OCC(=O)NC(C)c2ccc(F)cc2)cc1 (stereo unspecified)
  1.8	1.0	-3	4	-7	0	-0.1	2	0
Cc1c(C#N)c(NC(=O)CCl)n(Cc2ccc(F)cc2)c1C
  nt	1.6	0	-10	0	0	-1.2	9	-10
Cn1c(NN)nc2sc3c(c2c1=O)CC(C)(C)OC3
  -0.4	-1.5	9	8	15	0	-4.1	5	-14
CN1CCN(c2ccc(NC(=O)COc3ccc(Cl)cc3Cl)cc2)CC1
  -1.9	-0.3	3	5	-7	0	-3.6	2	-7
O=C(Nc1ccccc1Cl)N1CCN(c2ncccn2)CC1
  -0.6	2.8	-2	-2	6	1	-3.5	0	-3
COc1cccc(-c2cc(C(=O)Nc3c(C)nn(Cc4ccccc4)c3C)no2)c1
  3.7	5.7	-2	nt	-9	2	-3.5	0	10
NC(=S)N/N=C/c1ccc(-c2ccccc2)o1
  nt	-0.6	2	-14	12	-3	-6.1	6	-14
Cc1ccc(OS(=O)(=O)c2ccc(-c3csc(C)n3)s2)c(C)c1
  nt	0.7	-6	1	11	2	-1.9	-18	3
COc1ccc(S(=O)(=O)N=Nc2c(O)[nH]c3ccccc23)cc1
  nt	-2.3	2	-6	1	0	-2.6	1	-11
CCOCC(=O)Nc1nnc(Cc2ccc(OC)c(OC)c2)s1
  -0.9	1.4	-6	2	5	0	-1.3	-6	-5
CC(C)CNC(=O)COC(=O)CNC(=O)c1cc(Cl)cc([N+](=O)[O-])c1
  -1.8	nt	-6	-17	2	3	-3.2	0	-4
CN(Cc1nc2ccccc2c(=O)[nH]1)Cc1nc2ccsc2c(=O)[nH]1
  nt	1.2	3	3	-6	0	-3.9	0	-2
CC(/C=C/c1ccccc1)=N\NC(=O)c1cc(C)nc2ccccc12
  1.6	0.9	0	9	10	1	-1.5	9	?

Full records as entered above. Values in the order: BioA inh	Mtb UGM inh	Rv3671c protease	PrPC TRFRET	GDH-TPI inh	FBA Mtb inh	FadD28 FP inh	MazEF act	BoNT-F LC inh
`CSc1ncccc1C(=O)OCC(=O)N(C)c1c(N)n(Cc2ccccc2)c(=O)[nH]c1=O` as listed: 0.9	1.1	1	7	6	-2	-0.8	3	6
`CCc1ccc(NC(=O)CC2C(=O)NCCN2C(=S)Nc2ccccc2)cc1` (stereo unspecified) as listed: nt	0.5	1	-8	6	1	-12	4	-4

The list continues:
Values run as follows: BioA inh	Mtb UGM inh	Rv3671c protease	PrPC TRFRET	GDH-TPI inh	FBA Mtb inh	FadD28 FP inh	MazEF act	BoNT-F LC inh
COc1ccc(COC(=O)CN2C(=O)NC3(CCCC3)C2=O)cc1F
  0.3	1.1	5	-5	0	5	-1.4	7	6
O=C(NCc1ccccc1F)Nc1nnc([C@@H]2C[C@H](O)[C@@H](CO)O2)s1
  -1.0	nt	nt	0	6	0	-2.7	nt	0
CN(C)CCN(Cc1ccco1)c1ccccn1
  nt	nt	nt	-3	3	0	0.2	2	-4
Cc1c(C(=O)N2CCN(C(=O)c3ccco3)CC2)oc2c(Cl)cccc12
  1.8	0.0	-4	0	2	0	-3.8	9	-8
Cc1ccc(OCC(=O)n2nc(C)cc2C)c(C)c1
  -0.1	-2.7	6	0	-1	-1	-2.1	1	-12
CN1CCCCc2c1[nH]c1ccccc1c2=O
  nt	-0.8	0	3	1	6	-0.3	5	-12
COc1ccc(C(=O)Nc2nnc(SCC(=O)NC3CC3)s2)cc1
  -0.6	-0.1	-1	-3	23	0	-5.4	9	-11
COc1cccc2cc(C(=O)OCc3ccccc3)c(=O)oc12
  1.0	1.3	-6	-9	-1	2	-1.9	4	?
Cc1cc(=O)oc2cc(Nc3ccccc3)ccc12
  1.2	nt	-5	4	9	5	-0.6	2	-7
CN1CCN(C(=O)c2ccc(N(Cc3ccccc3Cl)S(C)(=O)=O)cc2)CC1
  1.8	0.7	6	-10	14	1	-0.1	-2	-12
CCc1cc(=O)oc2c(C)c(OCC(=O)N3CCC(C(=O)O)CC3)ccc12
  -2.0	-0.8	0	5	15	38*	-0.2	-8	-1
COc1cc(C(=O)NCC(c2cccnc2)N2CCN(c3ccccc3)CC2)cc(OC)c1OC (stereo unspecified)
  5.1	3.7	-12	0	-1	0	0.2	-4	6
CCc1cc(Cn2nc(-c3ccccc3C)cc2C(=O)O)on1
  0.2	-2.6	-4	4	-7	-3	-2.7	-1	-3
N#C/C(=C\c1cccs1)C(=O)c1ccccc1
  nt	0.2	-11	4	19	-1	-1.3	-2	-3
CCOC(=O)c1sc2nc(CSc3ccccc3)nc(N3CCCN(C)CC3)c2c1C
  nt	-0.4	1	-19	-5	0	-7.6	9	-4
C[C@H](NC(=O)c1nc[nH]c1C(=O)N1CCN(c2ccccc2)CC1)C(=O)OC(C)(C)C
  0.5	3.4	-4	1	10	5	-0.8	8	-3
CCN(CC)CCN1c2ccccc2Sc2ccccc21
  0.2	0.2	6	2	-2	-1	-0.5	4	-3
CCOC(=O)C1=C(N)Oc2cc(C)n(CCc3ccc(OC)c(OC)c3)c(=O)c2C1c1cccnc1 (stereo unspecified)
  6.8	0.9	-1	2	-3	4	2.1	-1	-1
CCCCCCCCCn1c2c(c(=N)c3c1CCC3)CCC2
  6.4	1.9	4	nt	3	0	-7.5	22	5
CC(=NCc1ccc2c(c1)OCO2)c1c(O)n(Cc2ccccc2)c(=O)[nH]c1=O
  0.0	-1.0	-25	4	-5	-1	-4.2	-6	?
CCC(=O)N1N=C2C3CCN(CC3)C2C1c1ccccc1 (stereo unspecified)
  0.0	1.8	-1	0	4	0	0.5	6	-20
Cc1cccc(C)c1OCCCn1ccnc1
  -3.2	2.7	-1	0	5	0	0.5	-4	-8
O=C(CCSCCc1ccccn1)Nc1ccc(Br)cn1
  0.7	3.2	-2	6	-1	0	-0.3	2	0
CC(C)CC(=O)NS(=O)(=O)c1ccc(N)cc1
  -1.9	-2.3	4	-4	5	0	-2.4	2	-11
COc1ccc(N(C(C)C(=O)N(C)Cc2ccccc2)S(C)(=O)=O)cc1 (stereo unspecified)
  -1.1	0.3	0	-2	11	4	-0.9	3	?
COc1ccccc1CNC(=O)CN1C(=O)NC2(CCCCCCC2)C1=O
  1.2	nt	10	-1	-4	-2	-4.0	6	-2
COc1ccc2oc(C(=O)OCC(=O)Nc3ccccc3)c(C)c2c1
  -0.7	-0.9	-8	-4	5	33*	-0.3	3	-6
COc1ccc(C(=O)NCC(=O)N2CCN(C(=O)c3ccco3)CC2)cc1
  -1.8	3.6	-4	1	2	-1	-2.4	3	-4
O=C(CSc1ccccc1)Nc1ccc2c(c1)OCCO2
  -0.3	0.3	0	1	-9	-1	4.3	1	-2
CCOC(=O)N1CCN(C(=O)CCN2C(=O)/C(=C\c3ccc(OC)c(OC)c3)SC2=S)CC1
  -0.6	nt	nt	-11	4	-2	-0.3	-38	0
COc1ccc(CCNC(=O)CNC(=O)c2ccccc2Br)cc1OC
  -0.7	-1.2	-5	4	-2	0	-1.2	7	4
O=C1NCCN1C(=O)C12CC3CC(CC(C3)C1)C2
  -0.3	2.4	-8	-3	10	2	1.4	-4	-6
Cc1cc(CNCc2c(C(=O)N3CCCCCCC3)nc3ccc(Cl)cn23)nn1C
  nt	0.9	5	6	-3	0	-1.0	9	-3
O=C(COc1ccccc1)NCCn1ccc2ccccc21
  2.2	0.6	2	2	6	1	-2.7	-4	2
CC(C)CC(=O)NCCNC(=O)c1cc(OCC(F)(F)F)ccc1OCC(F)(F)F
  0.9	-1.5	5	5	-6	0	-3.0	2	-4
CCOc1cc(N2CCOCC2)c(OCC)cc1NC(=O)c1cccc(S(=O)(=O)N2CCOCC2)c1
  nt	0.2	1	-4	9	0	-0.6	15	0
C=CCNc1nc2cc(-c3cccc(NC(C)=O)c3)sc2c(=O)n1C
  0.2	nt	nt	-25	6	5	-2.2	nt	-4
CC(=O)Nc1ccc(C(=O)OCc2ccccc2Cl)cc1
  nt	1.4	-12	5	8	1	-5.0	-6	-1
Cc1ccc(S(=O)(=O)N2CCOCC2)cc1C(=O)Nc1cc(S(=O)(=O)N2CCCCC2)ccc1O
  0.9	nt	nt	7	2	2	-0.6	3	-12
CNC[C@H](O)c1cccc(O)c1
  0.3	-0.1	2	10	5	-2	-0.9	-32	-12
COc1ccnc(CSC(N)=Nc2cccc(C(F)(F)F)c2)c1
  -0.6	-2.9	-1	1	4	2	-1.6	6	-3
COc1cc(/C=N/NC(=O)c2nonc2N)cc(OC)c1OC
  -0.1	-1.1	7	0	10	-3	-1.5	5	-6
CCCCNC(=O)COC(=O)c1ccc(Cl)c(S(N)(=O)=O)c1
  0.9	0.4	43*	2	14	2	-0.2	9	4
COCCn1c(C)cc(C(=O)CSc2nnnn2C2CCCC2)c1C
  -3.2	-3.5	6	-6	10	5	-0.7	-11	-12
COc1ccc(-c2noc(-c3csc([C@@H]4C[C@H](O)[C@@H](CO)O4)n3)n2)cc1OC
  1.0	nt	nt	12	12	0	-1.6	nt	-1
CC(C)(C)OC(=O)NCCCCCO
  -0.9	3.9	1	-4	0	0	-3.9	3	-7
Cc1ccc(S(=O)(=O)N2CCN(C(=O)C3CCN(C(=O)c4ccccc4C)CC3)CC2)cc1C
  nt	-0.1	2	6	-6	-4	-2.5	1	-4
Cc1ccc(SC/C(O)=C(\C#N)c2nc3ccccc3n2C)cc1
  -0.6	0.2	-6	-5	12	0	-1.1	10	-7
COc1cccc(CNCCc2c[nH]c3ccccc23)c1
  1.5	-0.6	1	-5	6	2	nt	6	-14
